Gli-Sufu block: Gli-Sufu pathway antagonists, primary screen, luciferase luminescence, Sufu-KO-LIGHT cells, uHTS. actives 0.74% (n = 340,000). Sufu-KO-LIGHT fibroblasts, Gli luciferase reporter luminescence. inhibition, % at 5 µM. AID 588413, 2011;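 active means inhibition above about 55%, limit read from the data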;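 further: 0% = DMSO-treated cells and 100% = wells with medium but no cells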
CCR6 antagonist: CCR6 receptor antagonists, primary screen, cell-based, CHO-K1, luminescence, beta-arrestin, uHTS. inhibition, % at 20 µM. actives 0.49% (n = 340,000). C-C chemokine receptor type 6 (Homo sapiens), P51684. CHO-K1 CCR6 PathHunter beta-arrestin, CCL20-stimulated;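 active means compounds whose inhibition of the agonist-driven luminescence signal at 20 µM reaches about 50%, limit read from the data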;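 further: cells stimulated with CCL20 at 14 nM final; plate controls were DMSO with CCL20 for no effect and DMSO without agonist for full effect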
EBI2 antag: EBI2 receptor antagonists, beta-arrestin recruitment, primary screen, cell-based, luminescence, 7a,25-OHC stimulation, uHTS. 7a,25-OHC stimulated. inhibition, % at 5 µM. actives 0.81% (n = 360,000). AID 651636, 2012; in the data active means inhibition above about 38%;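 further: enzyme fragment complementation signal reports receptor beta-arrestin coupling in cells; 0% = agonist plus DMSO wells and 100% = wells without agonist; some results beyond the cut were filed as inactive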
Target sequence (P32249 whole entry, looked up, the tested form may be a part): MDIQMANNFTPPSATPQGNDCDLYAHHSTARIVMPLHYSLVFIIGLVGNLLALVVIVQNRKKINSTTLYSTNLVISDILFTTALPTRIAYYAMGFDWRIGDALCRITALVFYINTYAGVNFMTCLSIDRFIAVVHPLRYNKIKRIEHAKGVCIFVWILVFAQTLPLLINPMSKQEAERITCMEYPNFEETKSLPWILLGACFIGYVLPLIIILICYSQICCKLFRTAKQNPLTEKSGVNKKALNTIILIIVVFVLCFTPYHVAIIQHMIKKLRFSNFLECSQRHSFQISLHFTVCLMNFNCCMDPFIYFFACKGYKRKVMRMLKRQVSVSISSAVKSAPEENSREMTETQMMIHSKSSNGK
APOBEC3A inh: APOBEC3A ssDNA deaminase inhibitors, primary screen, selectivity assay for APOBEC3G inhibitor project, biochemical, FAM/TAMRA oligo cleavage fluorescence. inhibition, % at 20 µM. recombinant A3A, FAM/TAMRA ssDNA deamination fluorescence. AID 493011, 2011. actives 0.41% (n = 330,000);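 active means at least 40% inhibition at 20 µM here, with at most 30% in a related deaminase screen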;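 further: plate controls were A3A with DMSO for no effect and wells lacking A3A enzyme for full effect; some results filed as inactive read as strong as hits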
Target sequence (P31941 whole entry, looked up): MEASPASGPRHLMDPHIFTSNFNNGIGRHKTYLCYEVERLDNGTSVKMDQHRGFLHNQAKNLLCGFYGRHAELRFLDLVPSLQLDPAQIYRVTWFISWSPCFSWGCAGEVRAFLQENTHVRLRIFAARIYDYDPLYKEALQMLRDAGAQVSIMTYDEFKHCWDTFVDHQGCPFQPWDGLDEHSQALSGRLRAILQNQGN
APOBEC3G inh: APOBEC3G DNA deaminase inhibitors, primary screen, biochemical, fluorescence, single-stranded DNA substrate, uHTS. DNA dC->dU-editing enzyme APOBEC-3G (Homo sapiens), Q9HC16. recombinant A3G, ssDNA deamination FAM/TAMRA fluorescence. inhibition, % at 20 µM. actives 0.28% (n = 330,000). AID 493012, 2011;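 active means inhibition of at least 40% at 20 µM, with no more than 30% in the related APOBEC3A deaminase screen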;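 further: plate controls were DMSO wells with A3G for no effect and wells lacking A3G enzyme for full effect; some compounds called inactive have numbers as strong as hits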
CXCR6 block: CXCR6 receptor inhibitors, primary screen, cell-based, beta-arrestin, luminescence, CHO-K1 PathHunter, 1536-well | inhibition, % at 20 µM | actives 0.36% (n = 360,000) | AID 602244, 2012; in the data active means inhibition above about 34%, passing the limit was not always enough;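 further: antagonist mode with CXCL16 agonist at 10 nM final; 0% = 10 nM CXCL16 with DMSO and 100% = unstimulated wells without agonist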
Target sequence (O00574 whole entry, looked up): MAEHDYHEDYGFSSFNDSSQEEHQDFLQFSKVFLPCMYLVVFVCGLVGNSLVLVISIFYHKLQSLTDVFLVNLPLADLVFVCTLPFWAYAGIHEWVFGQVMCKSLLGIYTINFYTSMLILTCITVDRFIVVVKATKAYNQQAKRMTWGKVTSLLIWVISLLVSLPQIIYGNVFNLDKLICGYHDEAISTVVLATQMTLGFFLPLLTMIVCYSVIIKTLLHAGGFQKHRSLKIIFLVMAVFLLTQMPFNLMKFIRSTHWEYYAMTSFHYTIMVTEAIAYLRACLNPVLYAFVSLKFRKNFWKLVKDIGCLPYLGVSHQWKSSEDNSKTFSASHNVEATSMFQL
MPTP inh: mitochondrial permeability transition pore inhibitors, primary screen, biochemical, isolated mouse mitochondria, absorbance. Ca2+ swelling absorbance, 30 min. inhibition, % at 10 µM. actives 1.4% (n = 360,000). AID 602449, 2012;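 active means inhibition of 50% or more, scaled per plate between neutral and stimulator controls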;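 further: 0% = DMSO wells given calcium and 100% = 1 mM EGTA wells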
GRIN3A LBD mod: binders of NR3A ligand-binding domain, primary screen, biophysical, differential scanning fluorimetry, uHTS; Glutamate receptor ionotropic, NMDA 3A (GRIN3A) ligand-binding domain; NR3A LBD differential scanning fluorimetry, Tm shift; 0% = protein alone, 100% = glycine-bound protein; Tm shift relative to glycine control, % at 25 µM; actives 2.5% (n = 340,000); AID 1259313, 2017;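 active means melting temperature shift of at least 10% of the positive control shift, at one fixed dose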
An asterisk follows results filed as active; x = not tested or not shown; & = joins results of further samples.

Below each SMILES: Gli-Sufu block | CCR6 antagonist | EBI2 antag | APOBEC3A inh | APOBEC3G inh | CXCR6 block | MPTP inh | GRIN3A LBD mod
CCn1c(SCC(=O)N2CCN(c3ccccc3)CC2)nc2c([nH]c3ccccc32)c1=O
 : 19 | 28 | 2 | -5 | -7 | 15 | -1.0 | 3
COc1ccc(Cl)cc1NC(=O)c1cnc2sccn2c1=O
 : -19 | -1 | 8 | -4 | -12 | 11 | 0.5 | 0
COc1ccc(/C=C/C(=O)OCC(=O)N2CCCC2)c(OC)c1
 : -2 | 2 | -2 | -3 | -6 | 7 | -0.1 | -1
CCOC(=O)N1CCN(c2c(N3CCN(C(=O)OCC)CC3)c(=O)c2=O)CC1
 : -19 | 13 | -3 | 4 | -3 | 1 | 0.3 | 0
O=C(Nc1ccccc1C(=O)NCc1cccnc1)c1cccc([N+](=O)[O-])c1
 : -8 | -2 | 3 | -4 | -8 | -11 | 1.6 | -1
COc1cccc(CNC(=O)c2ccc(N3CCOCC3)c([N+](=O)[O-])c2)c1
 : -5 | 10 | -4 | 0 | -7 | -3 | -0.5 | -2
CCc1ccccc1NC(=O)CSc1nc2[nH]c(=O)cc(O)c2s1
 : 31 | 17 | 2 | 3 | -4 | 1 | -2.9 | -2
COc1ccc(S(=O)(=O)N(C)CC(=O)Nc2cccc(C(C)=O)c2)cc1
 : -4 | -3 | -10 | 0 | -5 | -3 | 0.1 | -1
O=C(CCCSc1nnc(Nc2ccccc2F)s1)N1CCOCC1
 : -7 | -3 | -4 | -1 | -3 | -5 | 1.4 | 0
NC1=NN=C(N2N=C(c3ccco3)CC2(O)C(F)(F)F)n2ncnc2C1 (centres undefined)
 : 40 | 7 | -1 | 4 | -3 | -1 | -0.9 | -2
OCC1(CCOc2ccccc2)CCN(Cc2ccccc2C(F)(F)F)CC1
 : 9 | 4 | 8 | -3 | -10 | 8 | 0.4 | -1
Cn1c(CNS(=O)(=O)c2cccc(Cl)c2)cc(=O)n(C)c1=O
 : 24 | -4 | -10 | 0 | 6 | 0 | -1.9 | -1
CCOC(=O)c1c(NC(=O)CN2CCC(C)CC2)sc(C)c1C
 : 25 | 14 | 11 | 0 | -6 | 4 | 18 | 0
C=CCNC(=S)N(Cc1ccccc1)Cc1ccccc1
 : -2 | 24 | 7 | 2 | 2 | 4 | 0.5 | 1
C=CCN1C(=O)C(Cc2ccccc2)SC1=Nc1ccc(C(=O)O)cc1 (centres undefined)
 : 2 | 4 | -7 | 1 | -3 | -15 | 1.6 | -7
CCCCN(C(=O)c1cnc(C)cn1)c1c(N)n(CCC)c(=O)[nH]c1=O
 : 21 | 11 | -15 | 1 | 1 | 1 | -1.2 | -2
CC(C)NS(=O)(=O)c1ccc(OCC(=O)NCC2CCCO2)c(Cl)c1 (centres undefined)
 : -2 | 11 | -9 | 7 | 7 | 2 | -1.8 | 3
O=C(Nc1cccc(C(=O)O)c1)/C(=C\C=C\c1ccccc1)NC(=O)c1ccccc1
 : -20 | 12 | 1 | 0 | -4 | 3 | -0.6 | -3
O=C(CN1C(=O)NC2(CCCCCC2)C1=O)N1CCN(S(=O)(=O)c2ccccc2)CC1
 : -4 | -1 | -13 | 9 | -6 | -4 | -2.4 | -2
COc1ccc(C(=O)C2CCN(CC(=O)Nc3ccc(C)cc3)CC2)cc1
 : -11 | 11 | 24 | 0 | 0 | -2 | 0.1 | -2

Brought forward from above: 2 compounds, followed by the next part.
Below each SMILES: Gli-Sufu block | CCR6 antagonist | EBI2 antag | APOBEC3A inh | APOBEC3G inh | CXCR6 block | MPTP inh | GRIN3A LBD mod
O=C(CN1C(=O)NC2(CCCCCC2)C1=O)N1CCN(S(=O)(=O)c2ccccc2)CC1
 : -4 | -1 | -13 | 9 | -6 | -4 | -2.4 | -2
COc1ccc(C(=O)C2CCN(CC(=O)Nc3ccc(C)cc3)CC2)cc1
 : -11 | 11 | 24 | 0 | 0 | -2 | 0.1 | -2
COc1cccc(-c2nnc(SCCC(=O)O)n2C)c1
 : 1 | -5 | 2 | 4 | -5 | 9 | -2.6 | 1
CCOc1ccc(/C=N/NC(=O)C(OC)c2ccccc2)cc1 (centres undefined)
 : 2 | 8 | -3 | -1 | -9 | 9 | -1.7 | 1
CSc1nc(-c2ccccc2)nc(N2CCN(C)CC2)c1C(C)=O
 : 0 | -6 | 4 | 9 | 0 | -7 | -1.8 | -2
CC(C)NC(=O)C1CCN(C(=O)C(C(=O)c2ccccc2)n2cc(Cl)ccc2=O)CC1 (centres undefined)
 : -2 | 7 | -9 | -3 | -7 | -1 | -1.3 | 1
CCOc1c(C)cc(-c2ncccc2O)cc1C
 : -10&-5 | 4&2 | -15&3 | 1&1 | 0&3 | 2&-10 | 2.7&-0.8 | -3&-4
C=CCN(CC=C)S(=O)(=O)c1ccc(C(=O)Nc2nnc(CSC)o2)cc1
 : -15 | 8 | -7 | -3 | -7 | 1 | -0.9 | -3
CCOc1ccc(Cl)cc1S(=O)(=O)N1CCC(C(=O)NCC2CCCO2)CC1 (centres undefined)
 : -5 | 1 | -5 | 0 | -2 | 5 | -2.4 | 1
O=CNCCCc1nc2ccccc2n1Cc1cccc2ccccc12
 : 5 | 0 | -14 | 0 | -3 | -6 | -0.3 | -1
COCCN(C(=O)CNC(=O)c1ccco1)C(C(=O)NC1CCCC1)c1ccc(OC)cc1 (centres undefined)
 : -10 | 10 | 3 | -2 | -5 | 0 | 1.6 | -2
CCOc1ccc(NS(=O)(=O)c2ccc(C(=O)N(C)CC(=O)Nc3ccc(C)cc3)cc2)cc1
 : 10 | 2 | 4 | 1 | -11 | 7 | -0.7 | -2
Cc1ccc(C)c(OCCCN2CCNCC2)c1
 : 32 | 16 | -4 | -1 | -3 | -2 | -1.1 | 2
CCOC(=O)CNC(=S)SC
 : 0 | 4 | 0 | 2 | 8 | 0 | 0.5 | 1
CN(CC(=O)Nc1ccccc1C(F)(F)F)C(=O)CCc1nc2sc3c(c2c(=O)[nH]1)CCCC3
 : 4 | 6 | -10 | 4 | -3 | 6 | 0.4 | -1
CC1=CC(C)(C)N2C(=O)C3(N=C(N)NC(Nc4ccccc4)=N3)c3cc(C)cc1c32 (centres undefined)
 : 15 | 31 | 1 | -3 | -3 | 26 | 88* | -4
O=C(CN1CCN(Cc2ccccc2)CC1)NC(=O)NC1CCCCC1
 : 6 | 4 | 4 | -2 | -2 | 5 | 13 | 0
Cc1ccc(C(=O)CSc2nc3ccccc3c(=O)n2-c2ccccc2)s1
 : 18 | 10 | -4 | 2 | 1 | 16 | 1.2 | 2
c1ccc(-c2cc3ccccc3cn2)cc1
 : -90 | 7 | 0 | 1 | -7 | -7 | -0.7 | 5
CC(C)(C)c1ccc(C(=O)N/C(=C/c2cccs2)C(=O)NCc2ccco2)cc1
 : 6 | -10 | 3 | 0 | 2 | 4 | 1.5 | 5
CCN(Cc1ccccc1)C(=O)CSc1n[nH]c(N)n1
 : 14 | -5 | -9 | -1 | -12 | 11 | 0.0 | -1
CNC(=S)N/N=C/c1ccc(-c2ccc(Cl)c([N+](=O)[O-])c2)o1
 : -1 | -2 | 28 | -3 | -2 | -1 | -0.1 | 8
Cc1ccc(Cn2nc(C)c(NC(=O)c3cc(-c4ccco4)on3)c2C)cc1
 : -4 | 2 | 1 | -1 | -5 | 6 | -1.3 | -14
CCC(C)(C(=O)NC1CCCCC1)N(Cc1cccs1)C(=O)CC1NC(=O)NC1=O (centres undefined)
 : 7 | 4 | -7 | -4 | -4 | 0 | -1.2 | -9
Cc1c(Cl)c(=O)oc2cc(OCC(=O)NCc3cccs3)ccc12
 : -14 | 10 | -20 | -3 | -7 | 14 | 0.7 | -1
CCC(=Cc1ccc(CC)cn1)CC
 : -5 | 2 | -15 | 3 | 4 | 4 | -0.6 | x
COCCOC(=O)C1=C(C)NC2=C(C(=O)CC(C)(C)C2)C1c1ccc(N(C)C)cc1 (centres undefined)
 : 1 | 6 | -12 | -1 | 0 | 0 | 0.1 | 5
O=C(N/N=C\c1ccc(F)cc1)c1cc(OCC(F)(F)F)ccc1OCC(F)(F)F
 : 6 | -16 | 22 | 1 | -1 | 2 | 13 | -8
O=C(COC(=O)c1cccnc1Cl)NCc1ccc2c(c1)OCO2
 : -4 | -2 | -16 | -2 | -9 | 5 | 1.1 | -3
C/C(=N/NC(=O)CSCc1ccc(Cl)cc1)c1cccc(NC(=O)c2ccccc2)c1
 : 7 | -12 | -31 | -5 | -5 | -11 | 1.0 | 2
CCC(C)(C)C1CCc2c(sc(NC(=O)c3cccs3)c2C(N)=O)C1 (centres undefined)
 : 1 | 6 | -4 | -1 | 2 | 3 | 7.5 | -4
Cn1c(N)c(C(=O)COC(=O)CSc2ccccc2)c(=O)n(C)c1=O
 : -13 | 13 | 0 | -2 | -10 | 4 | -2.0 | -3
COc1ccccc1S(=O)(=O)Nc1cc(C)nn1-c1ccc(C)cc1
 : 16 | 16 | -4 | 2 | -7 | -8 | -0.3 | -4
CCCC(=O)NC(c1ccco1)c1c(O)ccc2ccccc12 (centres undefined)
 : -1 | 6 | -1 | 2 | -5 | -2 | 0.2 | 1
CCOc1ccccc1N1CCN(S(=O)(=O)CC)CC1
 : -1 | 1 | -3 | -2 | -2 | -12 | 1.3 | -1
Cn1c2ccccc2c2nnc(SCC(=O)NCc3ccoc3)nc21
 : 0 | 0 | 2 | 3 | -5 | 6 | -0.6 | 1
Cn1c(=O)c2c(nc(Sc3nc4ccccc4n3CC(=O)N3CCCCC3)n2C)n(C)c1=O
 : -8 | 2 | 1 | -2 | 0 | -2 | 1.1 | 0
O=C(CN1C(=O)C2CCCCC2C1=O)Nc1ccccc1N1CCCC1 (centres undefined)
 : 1 | 1 | 2 | -5 | -10 | 6 | -1.2 | 0
Cc1ccc(S(=O)(=O)NC2CCOC(C)(C)C2)cc1 (centres undefined)
 : 0 | 6 | -1 | -2 | -4 | -2 | -0.5 | 1
CN(C(=O)CSc1nc2sc3c(c2c(=O)n1C)CCC3)C1CCS(=O)(=O)C1 (centres undefined)
 : 7 | 3 | -13 | -3 | -1 | 4 | 1.6 | 2
Cc1ccc2[nH]c3c(c2c1)CCCC3NCCO (centres undefined)
 : -1 | 13 | -8 | -2 | -3 | 5 | 3.3 | 5
Cc1ccc(OCc2nnc(SCCN3CCOCC3)n2C)cc1
 : 2 | -2 | 11 | -1 | -3 | 5 | -0.1 | 0
CCC(=O)NCCn1ccc2ccccc21
 : 0 | -5 | 2 | -1 | 1 | 1 | -1.4 | -2
COc1ccc(N2CCN(C(=O)CC(C)S(=O)(=O)c3ccc4c(c3)NC(=O)CO4)CC2)cc1 (centres undefined)
 : -18 | 9 | 3 | -5 | -3 | -8 | 0.4 | -1
COc1cc(/C=C2\SC(=S)N(NS(=O)(=O)c3ccc(C)cc3)C2=O)ccc1O
 : 1 | 50 | 13 | 31 | 4 | 37* | 15 | -5
Cc1cccc(C)c1-c1ccc(CN2C(CC(C)C)C(=O)N(Cc3cn(CCO)nn3)CCS2(=O)=O)cc1 (centres undefined)
 : 1 | -15 | 26 | x | x | -16 | -3.0 | -7
COC(=O)C1=NNC(C(=O)c2ccco2)C1c1ccccc1 (centres undefined)
 : -8 | 17 | -1 | -3 | -5 | 11 | -1.9 | -2
